# CHT allo act – allosterically activates the human high affinity choline transporter; CHT-expressing cells, membrane potential dye, choline EC20; hits give high values; LV-AA mutant CHT in HEK293 cells; B-score at 10 µM; 310,000 compounds, 0.49% hits;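 active means initial fluorescence not abnormally high and integrated response B-score, plate-corrected, over 3 SD above library mean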
# Target sequence (Q9GZV3 whole entry, looked up): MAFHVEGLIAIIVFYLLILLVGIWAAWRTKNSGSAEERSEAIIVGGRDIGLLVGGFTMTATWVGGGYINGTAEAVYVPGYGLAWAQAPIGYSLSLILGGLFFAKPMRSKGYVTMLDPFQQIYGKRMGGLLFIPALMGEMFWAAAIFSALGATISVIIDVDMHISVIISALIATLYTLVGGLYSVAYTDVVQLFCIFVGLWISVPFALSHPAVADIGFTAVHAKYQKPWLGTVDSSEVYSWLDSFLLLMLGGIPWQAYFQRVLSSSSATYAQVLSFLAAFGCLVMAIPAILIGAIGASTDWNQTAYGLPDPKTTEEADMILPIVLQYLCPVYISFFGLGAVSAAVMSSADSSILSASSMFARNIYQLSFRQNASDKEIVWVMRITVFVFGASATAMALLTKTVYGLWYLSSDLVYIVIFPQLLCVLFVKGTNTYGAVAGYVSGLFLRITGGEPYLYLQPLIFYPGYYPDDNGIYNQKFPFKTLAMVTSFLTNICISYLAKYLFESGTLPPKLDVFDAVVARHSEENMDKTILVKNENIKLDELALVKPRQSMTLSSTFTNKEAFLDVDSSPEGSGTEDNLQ
# OX1R antagonist – blocks the human orexin 1 receptor; inhibition, % at 5 µM; O43613; CHO/OX1R cells, Fluo-8 calcium fluorescence, orexin A; AID 434989; 330,000 compounds, 0.43% hits;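 active means inhibition above its plate's threshold, mean inhibition of all tested compounds on the plate plus 3 SD, cut at about 37% in these data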;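 further: 0% = orexin A challenge wells and 100% = SB-334867-A antagonist wells; not every result past the cut was called active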
# Target sequence (O43613 whole entry, looked up): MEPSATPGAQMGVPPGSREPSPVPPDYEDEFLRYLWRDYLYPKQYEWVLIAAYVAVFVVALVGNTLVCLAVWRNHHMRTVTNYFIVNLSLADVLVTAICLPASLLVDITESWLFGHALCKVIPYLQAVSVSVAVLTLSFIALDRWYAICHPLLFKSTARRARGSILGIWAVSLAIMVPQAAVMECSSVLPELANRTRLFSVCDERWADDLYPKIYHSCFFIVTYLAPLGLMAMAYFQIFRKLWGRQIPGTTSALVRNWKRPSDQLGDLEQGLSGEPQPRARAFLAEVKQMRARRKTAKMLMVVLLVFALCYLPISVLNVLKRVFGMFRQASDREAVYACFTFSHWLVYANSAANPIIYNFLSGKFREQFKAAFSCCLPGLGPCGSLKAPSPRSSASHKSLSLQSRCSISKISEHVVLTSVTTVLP
# * = called active by the depositor; i = inactive; . = not tested or not shown.
# Results follow in this order: CHT allo act	OX1R antagonist
> CON(C)S(=O)(=O)c1cccc(C(=O)Oc2ccc(N(C)S(=O)(=O)c3ccccc3)cc2)c1
 : i	3
> Cc1nn(-c2ccccc2)c(Cl)c1/C=N/NC(N)=O
 : i	0
> COc1ccc(/C=C2\C(=N)N3N=C(CC(=O)N4CCCCC4)SC3=NC2=O)cc1
 : i	-4
> COc1ccc(CNc2nc3c(c(=O)[nH]c(=O)n3C)n2CCCc2ccccc2)cc1
 : i	-23
> Cc1nc2ccc(S(=O)(=O)NCC(=O)N3CCc4ccccc4C3)cc2s1
 : i	-27
> CSc1nnc(-c2sc3cc(C(F)(F)F)cnc3c2-c2cccnc2)n1C
 : i	-16
> CCCCn1c(Nc2ccccc2)nc2ccccc21
 : i	-22
> NC(=O)c1ccccc1NC(=O)CCN1C(=O)c2ccccc2C1=O
 : i	1
> CCC(C)c1ccc(NC(=O)COC(=O)C2=COCCO2)cc1 (stereo not drawn)
 : i	1
> Oc1ccccc1CNCCCNCc1ccccc1O
 : i	-19
> CCCn1c(SCC(=O)NCCc2ccccc2)nnc1C(C)C
 : i	-22
> Cc1cccc(NC(=O)CN2NS(=O)(=O)c3ccccc3C2=O)c1
 : i	-12
> Cc1ccc(C)c(S(=O)(=O)NNC(=O)c2sc(NS(=O)(=O)c3ccccc3)nc2C)c1
 : i	-5
> CNc1nc2sc3c(c2c(=O)n1C)CC(C)(C)SC3
 : i	-8
> CC(C)Cn1c2c(c(=O)[nH]c1=O)C(NS(=O)(=O)c1ccc(Cl)cc1)(C(F)(F)F)C(=O)N2 (stereo not drawn)
 : i	-18
> Cc1ccc(C)c(C(=O)COC(=O)c2ccc(C)c(S(=O)(=O)N3CCOCC3)c2)c1
 : .	15
> O=C(O)C[C@]1(C(=O)Nc2ccc(F)cc2)CC(/C=C/c2ccccc2)=NO1
 : i	-14
> O=C(CCc1nc2ccccc2[nH]1)Nc1ccccc1
 : i	-20
> CC(=O)NC(CC(=O)OCC(=O)c1c(N)n(C)c(=O)n(C)c1=O)c1ccccc1 (stereo not drawn)
 : i	-15
> Cc1cc(NC(=O)CSc2nccn2C)no1
 : i	-6

# Continuation:
# Results follow in this order: CHT allo act	OX1R antagonist
> CCO/N=C(\N)c1[nH]ncc1Br
 : i	-3
> COC(=O)COc1ccc(S(=O)(=O)NCc2ccco2)cc1
 : i	-1
> Cc1ccc(Cl)cc1N1CCN(Cc2nc3c(c(=O)[nH]c(=O)n3C)n2Cc2ccccc2F)CC1
 : i	-15
> COc1ccc(NC(=O)C(=O)NCC(c2ccco2)N2CCc3ccccc3C2)cc1OC (stereo not drawn)
 : i	-40
> CN(C)C(=S)N=Nc1[nH]c2ccccc2c1O
 : i	12
> NC(=O)c1ccc(NC(=O)COC(=O)CNC(=O)c2sc3ccccc3c2Cl)cc1
 : .	-21
> CCN1C(=O)[C@H]2[C@H]3CN=C(SCc4ccccc4)N3[C@@](C)(C(=O)OC)[C@H]2C1=O
 : .	-15
> COc1ccc(CN(C)C(=O)CCc2ccc(S(=O)(=O)N3CCCCCC3)cc2)c(OC)c1
 : .	15
> O=C(NC[C@@H]1CC[C@@H](Cc2ccc(-c3ccccc3)cc2)O1)Nc1ccc(Br)cc1
 : .	23
> COc1ccccc1C1CC(c2ccc(NS(C)(=O)=O)cc2)=NN1C(=O)c1ccccc1 (stereo not drawn)
 : i	-19
> Cc1ccc(/C=N\NC(=O)CCc2n[nH]c(=O)[nH]c2=O)o1
 : i	3
> CCOc1ccc(CCNC(=O)COC(=O)Cn2cnc3ccccc3c2=O)cc1OCC
 : i	-25
> CS(=O)(=O)N(CC(=O)NCc1ccco1)Cc1ccc(Cl)cc1
 : i	1
> CCOc1cc(/C=N/Nc2nc(=O)[nH]nc2C)ccc1O
 : i	-11
> COc1ccc(Cn2c(=O)[nH]c3cc(C(=O)NCCCN4CCCC4)ccc3c2=O)cc1
 : i	3
> O=C(CSc1n[nH]c(-c2cccs2)n1)N1CCCCC1
 : i	-11
> Cc1ccc(COc2ccc(Br)cc2/C=N/O)cc1
 : i	-1
> COc1ccc2nc(SCCN(C)C)[nH]c2c1
 : i	-9
> CC(C)CN(C(=O)CN1CCN(c2ccccc2O)CC1)c1c(N)n(CC(C)C)c(=O)[nH]c1=O
 : i	-9
> Cc1ccc(C)c(N2CCN(C(=O)C3CCCCN3S(=O)(=O)c3ccc(F)cc3)CC2)c1 (stereo not drawn)
 : i	-31

# Remaining list, next part
# Results follow in this order: CHT allo act	OX1R antagonist
> Cc1cc(N/N=C/c2ccc(O)c(C)c2O)nc(-c2ccccc2O)n1
 : i	51*
> CC(=O)c1cn(CCOc2ccccc2C)c2ccccc12
 : i	22
> COc1ccc(F)cc1CN1CCN(C(=O)CCC(=O)Nc2nnc(C3CCCCC3)s2)CC1
 : i	-18
> Cc1ccc(CNC(=O)/C=C/c2cccs2)cc1
 : i	-15
> COc1cc2c(cc1OC)C(c1ccc([N+](=O)[O-])cc1)NCC2 (stereo not drawn)
 : i	-15
> Cc1[nH]c2ccccc2c1C1(O)C(=O)N(Cc2ccc3c(c2)OCO3)c2ccccc21 (stereo not drawn)
 : i	-7
> COCCN(CCOC)C(=O)Nc1ccc(Cl)cc1
 : i	1
> CCN1CCN(C(c2cc3cc4c(cc3[nH]c2=O)OCO4)c2nnnn2C(C)(C)CC)CC1 (stereo not drawn)
 : i	-7
> O=C(O)CCNS(=O)(=O)c1ccc2c(c1)CCCC2
 : i	0
> CCN(CC)S(=O)(=O)c1ccc2oc(C(=O)N3CCOCC3)c(C)c2c1
 : i	-19
> COc1ccc(/C(C)=N/NC(=O)c2cccc(S(=O)(=O)N3CCCC3)c2)c(O)c1
 : i	-36
> COc1cc(CN2CCN(c3ccc(C)cc3)CC2)cc([N+](=O)[O-])c1O
 : i	-4
> Cc1ccc(CNc2ccc3c(c2)ncn3C(C)(C)C)cc1
 : i	-15
> COc1ccccc1N1CCN(C(=O)c2cc3c(s2)CCC3)CC1
 : i	-20
> CC1=CC(=C(C#N)C#N)C=C(C)N1Cc1ccccc1
 : i	-35
> CCCNC(=O)c1ccc(N2CCC3(CC2)CC(c2cccc(Br)c2)=NO3)c(NC(=O)c2ccccc2)c1
 : i	-21
> COC(=O)c1ccc(OCC(=O)NC2CCCCCC2)cc1
 : i	-10
> Cc1cc(C)c(S(=O)(=O)c2ccccc2C)c(Cl)n1
 : i	-23
> CC(C)OCC1CO1 (stereo not drawn)
 : .	0
> COc1ccc(N2CC(C(=O)Nc3ccc(S(=O)(=O)N4CCCC4)cc3)CC2=O)cc1 (stereo not drawn)
 : i	-11

# (cont.)
# Results follow in this order: CHT allo act	OX1R antagonist
> Cc1cccc2sc(N(CCCN(C)C)C(=O)c3ccc(Cl)s3)nc12
 : i	-31
> Cc1ccc(CNS(=O)(=O)c2cc3c(cc2C)NC(=O)CO3)cc1
 : i	-14
> O=[N+]([O-])c1ccccc1OCCCNCc1ccccc1
 : i	-27
> O=C(CNC(=O)C1CCCCC1)Nc1ccc(F)c(Cl)c1
 : i	-23
> COc1ccc(Cl)cc1NC(=O)c1cc(-c2ccccc2)on1
 : i	-10
> COc1cc(C(=O)NCCCN(C)C)ccc1OCC(=O)Nc1cccc(C(F)(F)F)c1
 : i	-1
> CC(C)Cn1c(CCC(N)=O)nnc1SC(C)C(=O)Nc1ccc2c(c1)OCO2 (stereo not drawn)
 : .	-21
> COCCCNC(=O)C(=O)Nc1cc2c3c(c1)CCN3C(=O)CC2
 : i	0
> COc1ccc(-c2nc3cc([N+](=O)[O-])ccc3o2)cc1
 : i	5
> C=CCN1C(=O)CSc2ccc(C(=O)NC3CCCCC3)cc21
 : i	-12
> CC1CCN(CC(=O)Nc2ccc(Cl)cc2[N+](=O)[O-])CC1
 : i	-22
> O=C(NCc1ccccc1)NC1(C(=O)N2CCCC2)CCCCC1
 : i	-5
> Cc1cccc2sc(N(CCCN(C)C)C(=O)c3ccco3)nc12
 : i	-30
> OC(COc1ccc(Br)cc1)CN1CCC(Cc2ccccc2)CC1 (stereo not drawn)
 : i	-11
> COc1ccccc1C(=O)NCCn1cc(SCC(=O)Nc2nnc(C)s2)c2ccccc21
 : i	-22
> Cc1noc(NS(=O)(=O)c2ccc(NC(=O)CCn3c(=O)oc4ccccc43)cc2)c1C
 : i	-25
> Cc1ccc2[nH]c(=O)c(C(c3nnnn3C(C)(C)C)N(Cc3ccco3)CC3CCCO3)cc2c1 (stereo not drawn)
 : i	-20
> Cc1ccc(C(c2nnnn2C2CCCCC2)N2CCc3ccccc32)cc1 (stereo not drawn)
 : i	-29
> O=C1CCCN2N=C(SCC(=O)Nc3ccc(Br)cc3)SC2=N1
 : i	6
> COc1ccc(/C(C)=N/Nc2nc3ccccc3nc2C)cc1
 : i	-23

# A different layout for five compounds above:
SMILES	CHT allo act	OX1R antagonist
CCCCn1c(Nc2ccccc2)nc2ccccc21	i	-22
O=C(O)CCNS(=O)(=O)c1ccc2c(c1)CCCC2	i	0
Cc1[nH]c2ccccc2c1C1(O)C(=O)N(Cc2ccc3c(c2)OCO3)c2ccccc21 (stereo not drawn)	i	-7
CON(C)S(=O)(=O)c1cccc(C(=O)Oc2ccc(N(C)S(=O)(=O)c3ccccc3)cc2)c1	i	3
CCCNC(=O)c1ccc(N2CCC3(CC2)CC(c2cccc(Br)c2)=NO3)c(NC(=O)c2ccccc2)c1	i	-21

# Later entries
# Results follow in this order: CHT allo act	OX1R antagonist
> CCC(CC)NC(=O)CSc1ccc(S(=O)(=O)N2CCOCC2)cn1
 : .	12
> CC1CC(C)CN(C(=O)COC(=O)c2nn(C)c(=O)c3ccccc23)C1 (stereo not drawn)
 : i	-20
> Cc1nn(C)cc1C(C(=O)NC1CCCCC1)N(Cc1ccccc1Cl)C(=O)c1cnccn1 (stereo not drawn)
 : i	0
> O=C(c1ccccc1)N1CCN(c2ccc([N+](=O)[O-])c(N3CCOCC3)c2)CC1
 : i	-11
> CC(C)CCC1=NN(C(=O)c2ccco2)C(O)(C(F)(F)F)C1 (stereo not drawn)
 : i	-24
> C=C(C)Cn1c(N2CCN(c3ccc(OC)cc3)CC2)nc2c1c(=O)n(C)c(=O)n2C
 : i	-25
> CSCCC(NS(=O)(=O)c1ccc2c(c1)oc(=O)n2C)C(=O)NC1CCCCC1 (stereo not drawn)
 : i	-16
> CCOc1ccc(C2C(C#N)=C(N)Oc3cc(C)n(CCN(C)C)c(=O)c32)cc1OCC (stereo not drawn)
 : i	-5
> COc1cc(C(Nc2ccc(S(=O)(=O)N3CCC(C)CC3)cc2)C(=O)NCC2CCCO2)cc(OC)c1OC (stereo not drawn)
 : i	-50
> CC(C)=CCN1CCN(Cc2cccc3nccnc23)CC1CCO (stereo not drawn)
 : i	-22
> O=C(c1cc(F)cc2c1OCOC2)N1CCN(c2ccc(F)cc2)CC1
 : i	-2
> CC(N1CCOC1=O)S(=O)(=O)c1ccccc1 (stereo not drawn)
 : i	4
> CS(=O)(=O)N(CC(=O)NCc1cccnc1)Cc1ccc(Cl)cc1
 : i	-16
> COC(=O)C/C=C/[C@@H](C)[C@@H](/C=N/OC[C@@H](C)[C@H](OCc1ccccc1)C(C)C)NS(=O)(=O)c1ccc(C)cc1
 : i	-36
> COC1c2ccccc2C(=O)N1Cc1ccc(F)cc1 (stereo not drawn)
 : i	-20
> CCOc1ccc(/C=C2\SC(=O)N(c3ccc(O)cc3)C2=O)cc1OC
 : i	-16
> CCc1cc2c(SCc3nc4sc(C(C)=O)c(C)c4c(=O)[nH]3)ncnc2s1
 : i	-20
> CC(OC(=O)c1ccc(Cl)c(S(=O)(=O)N2CCCC2)c1)C(=O)NC1CCCCC1C (stereo not drawn)
 : i	-12
> CN1CCN(c2nc(-c3ccccc3)c3cc(Cl)ccc3n2)CC1
 : i	-16
> O=C1CCCc2ccccc2N1Cc1ccc(Cl)cc1Cl
 : i	-11

# More results follow:
# Results follow in this order: CHT allo act	OX1R antagonist
> C=CCn1c(SCn2nnc3ccccc3c2=O)nnc1-c1ccc(Cl)cc1
 : i	-22
> Cc1[nH]ccc(=O)c1OCc1ccccc1
 : i	5
> Cc1ccc2c(c1)nc(NCCO)n2C
 : i	-9
> O=C(O)c1cccc(Nc2ncnc3ccccc23)c1
 : i	-6
> COc1ccc(NC(=O)CC(c2ccco2)C(C)C)cc1 (stereo not drawn)
 : i	-11
> CC(C)c1ccc(NC(=O)CN2C(=O)NC3(CCCCCCC3)C2=O)cc1
 : .	-7
> Cc1ccc(NC(=O)c2cc(C)nc3ccccc23)cc1
 : i	-12
> O=C(NCc1ccc[n+](CCCCS(=O)(=O)[O-])c1)c1ccc(OC(F)F)cc1
 : i	-6
> Cc1ccc(SCc2cc(=O)[nH]c(/N=C(\N)Nc3ccccc3Sc3ccccc3)n2)cc1
 : i	6
> O=C(NCCS(=O)(=O)N1CCN(c2ccccc2)CC1)c1cccs1
 : i	-27
> Cc1ccc(SCC(=O)NC2CC2)cc1
 : i	9
> COc1ccc(-c2cc(C(=O)N3CCN(c4ccccc4O)CC3)c3ccccc3n2)cc1OC
 : i	-8
> COc1ccc(-c2[nH]ncc2CN(CCO)Cc2cccs2)c(F)c1
 : i	-22
> COC(=O)c1ccc(C2/C(=C(\O)c3ccc4c(c3)OCCO4)C(=O)C(=O)N2CCCN(C)C)cc1 (stereo not drawn)
 : i	-12
> CC(C)(C)NC(=O)N1CCCN(c2ccc(C(F)(F)F)cn2)CC1
 : i	-20
> NS(=O)(=O)c1ccc(NC(=O)COc2cccc3ccccc23)cc1
 : i	15
> O=C1c2cccc3cc([N+](=O)[O-])cc(c23)C(=O)N1CC1CCCO1 (stereo not drawn)
 : i	-22
> CNC(=O)Nc1ccc(S(N)(=O)=O)cc1
 : i	-18
> O=C(COC(=O)c1cccnc1Cl)Nc1ccc(S(=O)(=O)N2CCOCC2)cc1
 : .	-18
> CC1(C)Nc2ccccc2C(=O)N1NS(=O)(=O)c1ccccc1
 : i	-13
> O=C(CCCn1cc([N+](=O)[O-])cn1)NCc1ccccc1
 : i	-8
> COc1cc(C(=O)Nc2ccc(S(=O)(=O)Nc3nccc(C)n3)cc2)cc(OC)c1OC
 : i	0

# Compound activity from PubChem BioAssay.

# This is a random part of the collection; 0.83% or so of the library scored in one or more.
